IAP activation: activators of mouse IAP, confirmation, biochemical, luminescence, single concentration (AID 434970). activity change, negative = activation, % at 10 µM. purified mouse IAP, CDP-Star luminescence, 30 min; hits give low values. actives 2.9% (n = 11,000); in the data active means activity change below about -85%;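 further: percent relative to enzyme plus DMSO wells and wells without enzyme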
IAP activation Fold change: second read-out of IAP activation, no call of its own (marks repeat the call); activation factor; measured here: IAP activation factor; hits give high values;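 fold luminescence change scaled to plate control wells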
An asterisk follows results filed as active.

SMILES	IAP activation	IAP activation Fold change
COC(=O)c1cc2c(ccn2-c2ccc(F)cc2)n1C(C)C	-0.2	1
COc1cc(OC)c2c(-c3cccc(-c4ccc(N(C)C)cc4)c3)cc(=O)oc2c1	6.8	0.932
COC(=O)CN(c1ccccn1)S(=O)(=O)c1ccccc1	5.2	0.948
CC1=NN(c2ccccc2)C(=O)C1C(=O)c1ccc(Cl)cc1 (configuration not stated)	3.1	0.969
COc1ccc(C(O)(C(=O)NNc2ccc(C)cc2)c2cccs2)cc1 (configuration not stated)	-3.1	1.03
Cc1noc2ncnc(Sc3ccccc3Cl)c12	3.6	0.964
COc1ccc(Cc2nn3c(Cn4nnc5ccccc54)nnc3s2)cc1	7.8	0.921
Cc1cccc(NC(=O)NCC2CCN(c3ccc(S(=O)(=O)N4CCOCC4)cc3)CC2)c1	-155.7*	2.56*
O=C1OC2(c3ccccc31)c1cc(I)c(O)c(I)c1Oc1c2cc(I)c(O)c1I	64.4	0.355
CCc1ccc(C(C)NC(=O)c2cc(C)oc2C)cc1 (configuration not stated)	4.9	0.951
O=C(CNC(=O)c1ccco1)OCC(=O)c1ccc2ccccc2c1	-2.6	1.03
Cc1cc(C(=O)OCC(=O)NCCCN2CCCC2=O)c2ccccc2n1	-2.1	1.02
c1ccc2c(c1)ncn2Cc1nnc2sc(-c3ccc4c(c3)OCO4)nn12	1.2	0.988
CCc1nnc(NC(=O)C(C)N2C(=O)C3C4C=CC(C4)C3C2=O)s1 (configuration not stated)	-7.1	1.07
CC(=O)NCC(=O)N(C)C(C(=O)Nc1ccc(C(C)C)cc1)c1ccccc1 (configuration not stated)	1.5	0.985
O=C(/C=C/c1ccccc1)N/C(=C/c1ccccc1)C(=O)Nc1ccccc1O	-3.1	1.03
COc1cc(OC)c2c(-c3cccc(-c4sccc4C(C)=O)c3)cc(=O)oc2c1	7.7	0.923
CCOC(=O)C1CCCN(Cc2nc(N)nc(Nc3ccc(OC)cc3)n2)C1 (configuration not stated)	7.2	0.927
O=C(NCC1CC1)C1CCCN(S(=O)(=O)c2ccc(-n3cnnn3)cc2)C1 (configuration not stated)	-0.9	1.01
O=C(/C=C/c1ccccc1)N/C(=C\c1ccco1)C(=O)NCCO	-3.1	1.03
Cc1ccc(C(C(=O)NC(C)(C)C)N(C(=O)c2csnn2)C2CC2)cc1 (configuration not stated)	8.4	0.916
Cc1ccc(C(=O)N2CCCCCC2)cc1Br	-10.7	1.11
Cc1nc2n(n1)C(c1ccccc1)C1=C(CC(c3ccco3)CC1=O)N2 (configuration not stated)	6.4	0.936
CCn1c(CSc2nnc3ccccn23)nc2cc(C(=O)O)ccc21	-5.8	1.06
Fc1ccc(Cn2nnnc2C(c2ccc(Cl)cc2)N2CCSCC2)cc1 (configuration not stated)	5.2	0.948

Next section:
SMILES	IAP activation	IAP activation Fold change
CCN1CCN(C(=O)CN(c2ccccc2C)S(C)(=O)=O)CC1	-3.5	1.04
O=C(COc1ncnc2ccccc12)N1CCN(S(=O)(=O)c2ccc(Cl)cc2)CC1	6.1	0.939
CCOc1cc(/C=N/NC(=O)c2cccc([N+](=O)[O-])c2)ccc1OS(=O)(=O)c1ccccc1	-0.7	1.01
COc1ccccc1N1CCN(C(=O)CCn2c(=O)[nH]c3ccsc3c2=O)CC1	-3.0	1.03
Cc1cc(C)n(CC(O)CN2c3ccccc3Sc3ccccc32)n1 (configuration not stated)	-6.3	1.06
COc1ccc2c(c1)c1nnc(SC)nc1n2C	5.3	0.947
CN=c1oc2ccc(Cl)cc2cc1C(N)=O	1.0	0.99
CN(C)CCNC(=O)CCCNC(=O)Cn1cnc2sc3c(c2c1=O)CCCC3	3.3	0.966
O=C(O)CCN(CCC(=O)O)c1ccccc1	-1.9	1.02
C=CCCN([C@H](CO)Cc1ccccc1)S(=O)(=O)c1ccccc1Br	-7.7	1.08
CCCC1(C(=O)OCC)NC(c2ccc(N(C)C)cc2)C2C(=O)N(c3ccc(F)cc3)C(=O)C21 (configuration not stated)	-10.7	1.11
CCN(CC)c1ccc(NC(=O)c2cccc(OC)c2)c(C)c1	3.0	0.97
Cc1nc(S(=O)(=O)N(C)Cc2ccccc2)c(C#N)c(C)c1Cl	-12.1	1.12
CCN1CCC(=NNC(=O)CC23CC4CC(CC(C4)C2)C3)CC1	12.1	0.879
CCOC(=O)C1CCN(C(=O)C2c3ccccc3C(=O)N(C)C2c2ccc(OC)cc2)CC1 (configuration not stated)	2.7	0.973
Cc1nn(CC(=O)Nc2sc3c(c2C#N)CCC(C(C)(C)C)C3)c(C)c1[N+](=O)[O-] (configuration not stated)	21.0	0.79
COC(=O)c1cn(CC(=O)NCc2ccco2)c2ccccc12	-0.4	1
Cc1ccc(CNC(=O)COC(=O)c2c(C)noc2C)cc1	10.9	0.891
Cc1ccc2[nH]c(=O)c(C(c3nnnn3CC3CCCO3)N3CCCc4ccccc43)cc2c1 (configuration not stated)	60.2	0.398
COc1ccc(C2CC(c3cccc(Cl)c3)=NN2c2ccc(S(N)(=O)=O)cc2)cc1 (configuration not stated)	-78.7	1.79
CCC(=O)Nc1nc2nc(-c3ccccc3)cc(-c3ccccc3)n2n1	-6.3	1.06
Cn1c(=O)c2c(nc(NC3CCCCC3)n2CC(O)COc2ccccc2)n(C)c1=O (configuration not stated)	-0.8	1.01
CCOCc1nnc(NC(=O)c2cc(Cl)ccc2OC)s1	-9.8	1.1
O=S1(=O)c2ccccc2OC(COCc2ccccc2)CN1Cc1ccccc1 (configuration not stated)	-13.2	1.13
Cc1cccc(NC(=O)C2CC(=O)n3cnnc3S2)c1 (configuration not stated)	15.8	0.843

Next part.
SMILES	IAP activation	IAP activation Fold change
CC(=O)Nc1ccccc1C(=O)N1CC2(C)CC1CC(C)(C)C2 (configuration not stated)	2.8	0.972
CCc1nc(N2CCCC2)c(C#N)c2c1CCCC2	2.3	0.977
CCOC(=O)N1CCN(S(=O)(=O)c2cccc3nonc23)CC1	8.3	0.916
CC1C(C)C(O)(c2ccccc2)CCN1C (configuration not stated)	4.4	0.956
O=C(Nc1ccccc1)N(Cc1ccc2c(c1)OCO2)Cc1nc2ccccc2c(=O)[nH]1	12.8	0.872
CCSc1nc2c(c(=O)[nH]1)C(c1ccccn1)C1=C(CC(C)(C)CC1=O)N2 (configuration not stated)	-8.5	1.08
CC(C)N(C(=O)[C@H]1C[C@H](CC(=O)NCCN2CCOCC2)C(=O)N2CCc3c([nH]c4cc(-c5ccco5)ccc34)[C@]12C)C(C)C	-6.8	1.07
Cc1cc(OCC(=O)NCCO)ccc1Cl	7.3	0.926
CCOC(=O)/C=C1\CC(C(=O)OCC)Oc2ccccc21 (configuration not stated)	-8.4	1.08
Cc1cccc2cc(C#N)c(NCCNC(=O)NC3CCCCC3)nc12	-11.8	1.12
Cc1cccc(CN2CCC(CNC(=O)CCNC(=O)Cn3ccc4ccccc4c3=O)CC2)c1	2.6	0.974
O=C(Cn1c(O)c(/C=C2\C=Nc3ccc(Br)cc32)sc1=O)N1CCCC1	3.7	0.963
COC(=O)c1ccc(N2CCN(C)CC2)c(NC(=O)c2cc3ccccc3o2)c1	-3.1	1.03
CC(C)NC(=O)c1ccc2c(c1)nnn2C	-6.5	1.06
Cc1ccc(S(=O)(=O)c2ccc(Oc3cccc(C)c3)cc2)cc1	5.5	0.945
CCOC(=O)c1ccc(Oc2nc(OC)nc(N(C)C)n2)cc1	-18.4	1.18
O=C(Nc1ccccc1)c1ccc(S(=O)(=O)N2CCOCC2)cc1	-1.4	1.01
CC(C)(C)c1n[nH]c(=S)n(N)c1=O	-4.2	1.04
Cc1c2cc(O)c(=O)cc-2oc2cc(O)c(O)cc12	85.6	0.145
O=c1c2[nH]c3ccccc3c2ncn1Cc1ccncc1	-0.6	1.01
CC1(C)OC(C(N)=O)C(C(N)=O)O1 (configuration not stated)	5.5	0.945
CC(=O)c1cc2cc(O)ccc2o1	2.2	0.978
Cc1ccc(Cn2nc(C)c(NC(=O)C3(C)CC3(Br)Br)c2C)cc1 (configuration not stated)	-4.6	1.05
O=C(N/C(=C/c1ccco1)C(=O)N1CCCC1)c1cccs1	2.1	0.978
CCOC(=O)CSc1nnc(-c2ccc(OC)cc2)n1CC	11.1	0.889

Additional structures.
SMILES	IAP activation	IAP activation Fold change
OC1(c2cccc(C(F)(F)F)c2)CCN(c2ncnc3c2[nH]c2ccccc23)CC1	1.8	0.982
COc1ccc(OC)c(/C=N/N=C2\SCC(=O)N2Cc2ccco2)c1	-3.2	1.03
C/C(=N\NC(=O)c1ccc(C)cc1)C1C(=O)c2ccccc2C1=O	28.5	0.715
Cc1ccc(S(=O)(=O)NNC(=O)c2cnn(-c3ccccc3)c2-n2cccc2)cc1	9.2	0.909
CNc1oc(-c2ccc(Cl)cc2)nc1P(=O)(c1ccccc1)c1ccccc1	8.8	0.911
O=C(Nc1ccccc1Cl)c1c(F)c(F)c(F)c(F)c1F	-12.2	1.12
Cc1cc(C)cc(N(CC(=O)Nc2c(C)n(C)n(-c3ccccc3)c2=O)S(C)(=O)=O)c1	-7.2	1.07
Cc1cc(C)c(S(=O)(=O)c2ccccc2C(=O)O)c(C)c1	1.9	0.981
Cc1nn(C)c(C)c1NC(=O)c1ccc(Cl)cc1	7.8	0.922
Cc1cc(C)cc(NC(=O)CCc2nc3ccccc3[nH]2)c1	-3.9	1.04
O=c1cc(CSc2nnnn2-c2ccccc2)nc2nc[nH]n12	-4.5	1.05
O=C(Nc1ccc(Cc2ccncc2)cc1)c1ccc(Br)o1	9.1	0.909
CCOC(=O)C1Oc2ccccc2C(c2ccoc2)=C1C(=O)OC (configuration not stated)	13.4	0.867
O=C1OC[C@H]2CCCC[C@@H](CO)ON12	3.5	0.965
Cc1ccc(C(=O)Nc2ccc(Cl)cn2)cc1S(=O)(=O)N1CCOCC1	-0.6	1.01
CCCCOC(=O)C1=C(C)NC2=C(C(=O)CCC2)C1c1cc(OC)ccc1OC (configuration not stated)	-9.2	1.09
Cc1cc(C)c(C#N)c(SCC(=O)Nc2ccc3c(c2)OCO3)n1	-0.8	1.01
O=C(CSc1n[nH]c(-c2ccncc2)n1)NC1CCS(=O)(=O)C1 (configuration not stated)	5.9	0.941
O=S(=O)(c1cc(O)ccc1O)c1cccc2c(S(=O)(=O)c3cc(O)ccc3O)cccc12	57.9	0.42
CCOc1ccc(C2C(C#N)=C(N)SC(N)=C2C#N)cc1OCC	4.8	0.952
Cc1c(C#N)c(=O)oc2ccc3ccccc3c12	7.2	0.928
Fc1ccc(OCc2nn3c(Cn4nnc5ccccc54)nnc3s2)cc1	16.9	0.831
O=C(CSc1nnc(-c2ccncc2)n1-c1ccc(Cl)cc1)NCc1cccs1	5.8	0.942
COc1cc2c(cc1NC(=S)Nc1cccc(C(F)(F)F)c1)oc1ccccc12	14.4	0.857
CN(C)S(=O)(=O)c1cccc(NC(=S)NC23CC4CC(CC(C4)C2)C3)c1	-52.4	1.52

Arranged by SMILES length (low to high): part of the list above.
SMILES	IAP activation	IAP activation Fold change
Cc1c(C#N)c(=O)oc2ccc3ccccc3c12	7.2	0.928
Cc1nn(C)c(C)c1NC(=O)c1ccc(Cl)cc1	7.8	0.922
O=C(Nc1ccc(Cc2ccncc2)cc1)c1ccc(Br)o1	9.1	0.909
O=C(Nc1ccccc1Cl)c1c(F)c(F)c(F)c(F)c1F	-12.2	1.12
Cc1cc(C)cc(NC(=O)CCc2nc3ccccc3[nH]2)c1	-3.9	1.04
CCOC(=O)C1Oc2ccccc2C(c2ccoc2)=C1C(=O)OC (configuration not stated)	13.4	0.867
Cc1cc(C)c(S(=O)(=O)c2ccccc2C(=O)O)c(C)c1	1.9	0.981
Fc1ccc(OCc2nn3c(Cn4nnc5ccccc54)nnc3s2)cc1	16.9	0.831
Cc1cc(C)c(C#N)c(SCC(=O)Nc2ccc3c(c2)OCO3)n1	-0.8	1.01
COc1ccc(OC)c(/C=N/N=C2\SCC(=O)N2Cc2ccco2)c1	-3.2	1.03
O=C(CSc1n[nH]c(-c2ccncc2)n1)NC1CCS(=O)(=O)C1 (configuration not stated)	5.9	0.941
Cc1ccc(C(=O)Nc2ccc(Cl)cn2)cc1S(=O)(=O)N1CCOCC1	-0.6	1.01
CNc1oc(-c2ccc(Cl)cc2)nc1P(=O)(c1ccccc1)c1ccccc1	8.8	0.911
CCCCOC(=O)C1=C(C)NC2=C(C(=O)CCC2)C1c1cc(OC)ccc1OC (configuration not stated)	-9.2	1.09
CN(C)S(=O)(=O)c1cccc(NC(=S)NC23CC4CC(CC(C4)C2)C3)c1	-52.4	1.52
Cc1ccc(S(=O)(=O)NNC(=O)c2cnn(-c3ccccc3)c2-n2cccc2)cc1	9.2	0.909
O=S(=O)(c1cc(O)ccc1O)c1cccc2c(S(=O)(=O)c3cc(O)ccc3O)cccc12	57.9	0.42

(more compounds)
SMILES	IAP activation	IAP activation Fold change
O=C(Nc1nc(-c2ccccc2)cs1)C1CCCN(S(=O)(=O)c2cccc([N+](=O)[O-])c2)C1 (configuration not stated)	6.5	0.935
Cc1cc(C)cc(NC(=S)NCCSc2ccc(Cl)cc2)c1	-30.4	1.3
CN(C(=O)c1ccc(S(=O)(=O)N2CCCC2)cc1)C1CCCCC1	-3.9	1.04
Clc1ccc(-n2nnc(-c3cccnc3Cl)n2)cc1Cl	14.1	0.859
Cc1cccc(NC(=O)N(Cc2nc3ccccc3c(=O)[nH]2)C2CCCC2)c1	-2.1	1.02
CN(C)C(=O)CCc1ccc2c3c([nH]c2c1)[C@]1(CCC2CCCC2)[C@@H](C(=O)N2CCOCC2)C[C@H](CC(=O)NCCC2=CCCCC2)C(=O)N1CC3	0.8	0.992
Cc1csc(NC(=O)CSc2nnc(-c3ccco3)n2C)n1	-11.1	1.11
COc1ccc(Cn2c(=O)[nH]c3cc(C(=O)NCCCN4CCCC4=O)ccc3c2=O)cc1	6.0	0.941
O=C(NCC1CC1(Cl)Cl)Nc1ccc(Cl)c(Cl)c1 (configuration not stated)	-152.6*	2.53*
Cc1[nH]nc2c1C(c1ccoc1)C(C#N)=C(N)O2 (configuration not stated)	16.2	0.838
COc1cccc(NC(=O)Nc2ccc3c(c2)N(C)C(=O)CS3)c1	1.5	0.986
O=C1OCCN1C(=O)[C@H]1[C@H](c2ccc(Cl)cc2)C(c2ccc(F)cc2)=NN1c1ccc(Br)cc1	1.9	0.982
COCCCNC(=O)/C=C/c1ccc(Cl)cc1Cl	-3.1	1.03
CC1(C)CC(=O)C2=C(C1)Nc1ccccc1N=C2	7.5	0.925

From PubChem BioAssay

Only part of the results is shown; rates above refer to the full screens.
